# MITF primary – human MITF inhibition, primary screen; O75030; AlphaScreen MITF homodimerization, bead proximity signal; inhibition, % at 2.6 µM; 650,000 tested, 0.91% active; AID 1259374; in the data active means inhibition above about 50%;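 further: 0% = vehicle wells with protein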
# Target sequence (O75030 whole entry, looked up): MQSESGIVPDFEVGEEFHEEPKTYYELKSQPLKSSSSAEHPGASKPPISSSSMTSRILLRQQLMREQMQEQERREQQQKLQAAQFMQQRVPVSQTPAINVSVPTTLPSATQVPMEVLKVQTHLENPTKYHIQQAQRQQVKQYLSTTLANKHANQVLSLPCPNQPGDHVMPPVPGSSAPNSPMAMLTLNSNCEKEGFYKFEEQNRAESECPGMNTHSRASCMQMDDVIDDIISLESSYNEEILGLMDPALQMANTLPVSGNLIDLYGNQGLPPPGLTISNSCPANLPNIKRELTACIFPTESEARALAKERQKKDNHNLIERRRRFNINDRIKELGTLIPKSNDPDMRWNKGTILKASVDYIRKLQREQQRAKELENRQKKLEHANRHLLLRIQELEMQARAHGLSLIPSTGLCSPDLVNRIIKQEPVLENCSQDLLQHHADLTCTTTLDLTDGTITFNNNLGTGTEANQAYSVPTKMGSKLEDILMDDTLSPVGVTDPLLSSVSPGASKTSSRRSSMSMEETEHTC
# GPR151 ag – activates the human receptor GPR151; AID 1508602; activation, % at 11.2 µM; PathHunter beta-arrestin GPR151 cells, luminescence; Q8TDV0; 650,000 tested, 1% active; in the data active means activation above about 4.9%;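 further: 0% = median of compound wells and 100% = cells with positive control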
# Target sequence (Q8TDV0 whole entry, looked up): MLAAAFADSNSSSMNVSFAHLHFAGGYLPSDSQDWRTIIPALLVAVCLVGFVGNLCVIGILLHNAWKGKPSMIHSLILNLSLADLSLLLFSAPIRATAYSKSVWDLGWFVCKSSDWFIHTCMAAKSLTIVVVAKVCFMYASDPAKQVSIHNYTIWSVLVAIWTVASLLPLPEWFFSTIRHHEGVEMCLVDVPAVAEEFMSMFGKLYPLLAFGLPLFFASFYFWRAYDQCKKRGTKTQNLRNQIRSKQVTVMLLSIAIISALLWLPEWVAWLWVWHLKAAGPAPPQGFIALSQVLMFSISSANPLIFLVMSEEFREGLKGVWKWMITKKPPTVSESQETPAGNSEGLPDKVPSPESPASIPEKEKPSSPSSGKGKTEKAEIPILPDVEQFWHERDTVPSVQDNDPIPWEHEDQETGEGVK
# TEAD-YAP block – TEAD-YAP interaction inhibition. 640,000 tested, 1.4% active. inhibition, % at 9.12 µM. AID 1259422. HEK-TIYL cells, TEAD-Gal4/YAP UAS-luciferase luminescence; in the data active means inhibition above about 32%;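 further: 0% = median of test compound wells and 100% = reference inhibitor wells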
# FBW7 activator – activators of human E3 ligase FBW7; Q969H0; AlphaScreen FBW7–phospho-cyclin E peptide binding, activator screen; normalized activity (activation), % at 26.1 µM; 650,000 tested, 0.13% active; AID 1259310; in the data active means normalized activity above about 1.9%;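 further: purified mutant Fbw7 with reduced substrate affinity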
# The depositor's hits bear a star.
SMILES,MITF primary,GPR151 ag,TEAD-YAP block,FBW7 activator
CC(=O)CC(c1ccccc1)S(=O)(=O)c1ccc([N+](=O)[O-])cc1 (centres undefined),8.1,0.2,3.0,-0.2
CCOC(=O)C1=C(C)N=c2s/c(=C\c3ccc(-c4cccc(C(=O)O)c4)o3)c(=O)n2C1c1ccc(N(C)C)cc1 (centres undefined),1.3,-2.1,-10.6,-0.1
COc1ccc(C)cc1-n1cnc2cc(C(=O)NCC(OC)OC)ccc21,14.7,-0.6,7.3,0.0
CC1=C(C(=O)Nc2cccc(F)c2)C(c2ccc(F)cc2)C2=C(CCCC2=O)N1 (centres undefined),10.6,0.7,5.9,0.1
CN(c1ccccc1)S(=O)(=O)c1ccc(C(=O)Nc2ccc(Br)cc2C(=O)c2ccccc2)cc1,17.6,-0.3,-1.3,0.4
CC1=C(C(=O)Nc2ccc(C)c(Cl)c2)C(c2ccccc2Cl)NC(=O)N1 (centres undefined),14.8,2.1,-2.4,0.2
O=C(Nc1ccc(O)cc1)/C(=C/c1ccco1)NC(=O)c1ccccc1,-4.3,-0.8,3.4,-0.2
CN(C)CCOc1cc(-c2cn[nH]c2)c(F)cc1NC(=O)C1COc2ccccc2C1 (centres undefined),9.9,2.3,-8.1,-0.1
Cc1sc2nc(Cc3ccccc3)n(C3CCN(C(=O)CC(C)C)CC3)c(=O)c2c1C,3.5,1.3,6.3,0.2
Cc1nn(C)c(Cl)c1S(=O)(=O)Nc1ccc2c(c1)CCC2,-5.6,0.8,-2.4,0.1
CCOc1ccc(C2C(C(=O)OC)=CN(CC(=O)OC)C=C2C(=O)OC)cc1,-11.7,0.4,7.6,-0.1
O=C(CCc1ccccc1)Nc1c2c(nn1-c1ccc(F)cc1)CS(=O)(=O)C2,-20.3,1.2,2.0,0.0
O=C(O)c1cc(-c2ccc(O)cc2)on1,23.6,-0.5,-4.3,0.4
CC(NC(=O)c1ccc(N2CCC(N3CCC(O)CC3)CC2)cc1)c1ccccc1 (centres undefined),8.4,0.7,7.0,0.0
O=S(=O)(c1ccc(Cl)cc1)N1CCC(N2CCCCC2)CC1,25.2,-1.4,-5.9,0.0
Cc1onc(-c2c(Cl)cccc2Cl)c1C(=O)NNC(N)=S,1.5,0.0,5.4,0.0
Cc1cc(=O)[nH]c(SCC(=O)Nc2ccc(C(F)(F)F)cc2Cl)n1,-6.1,-1.3,-4.4,0.2
COc1cc(OC)c(OC)cc1CN1CCN(S(=O)(=O)c2ccc(Cl)cc2)CC1,16.1,-1.3,-4.6,0.0
CCOc1ccc(NC(=O)C2C3C=CC4(O3)C2C(=O)N(CCC(C)C)C4C(=O)NC2CCCCC2)cc1 (centres undefined),-1.0,1.2,6.2,0.0
Cc1ccc(S(=O)(=O)N(NC2=NS(=O)(=O)c3ccccc32)C(=O)C(C)C)cc1,1.2,-0.1,-2.2,-0.2
Cc1ccccc1NC(=O)CSC1CC(=O)N(c2cc(Cl)cc(Cl)c2)C1=O (centres undefined),-4.7,-2.1,-4.9,0.0
O=C(O)/C=C/C(=O)N1CCC2(CC1)OCCO2,-2.5,0.8,-0.2,0.0
COc1ccc(Nc2nc(=S)[nH]c3cc(OC)c(OC)cc23)cc1,4.4,1.9,9.9,0.2
CC(C)C(=O)NC(=S)/C=C1/N(C)c2ccccc2C1(C)C,4.0,3.6,0.0,-0.2
N=C1S/C(=C\c2ccc(N3CCOCC3)cc2)C(=O)N1c1ccc(Br)cc1,3.1,-0.3,6.6,0.2

# Quoted at random: 5 compounds from above.
SMILES,MITF primary,GPR151 ag,TEAD-YAP block,FBW7 activator
CCOc1ccc(C2C(C(=O)OC)=CN(CC(=O)OC)C=C2C(=O)OC)cc1,-11.7,0.4,7.6,-0.1
COc1ccc(Nc2nc(=S)[nH]c3cc(OC)c(OC)cc23)cc1,4.4,1.9,9.9,0.2
CC(NC(=O)c1ccc(N2CCC(N3CCC(O)CC3)CC2)cc1)c1ccccc1 (centres undefined),8.4,0.7,7.0,0.0
CCOC(=O)C1=C(C)N=c2s/c(=C\c3ccc(-c4cccc(C(=O)O)c4)o3)c(=O)n2C1c1ccc(N(C)C)cc1 (centres undefined),1.3,-2.1,-10.6,-0.1
O=C(O)c1cc(-c2ccc(O)cc2)on1,23.6,-0.5,-4.3,0.4

# The listing continues:
SMILES,MITF primary,GPR151 ag,TEAD-YAP block,FBW7 activator
CCOC(=O)c1nnn(-c2nonc2N)c1-c1ccncc1,1.7,0.7,17.5,-0.1
Cc1ccc(Nc2nc3c(c(=O)[nH]c(=O)n3C)n2CCO)cc1,-7.8,0.6,-2.7,-0.1
COc1cccc(-c2nnc(SCC(=O)N3CCOCC3)o2)c1,8.8,0.3,-10.6,-0.2
COc1cc(C(=O)NCCC(=O)O)cc(OC)c1OC,11.0,1.0,11.0,0.0
O=C(NCCc1nc(-c2ccncc2)n[nH]1)c1cnccn1,1.6,0.2,-3.0,-0.1
COc1ccc(/C=C2\SC(=O)N(CC(=O)N3CCOCC3)C2=O)cc1O,-2.5,-0.6,-2.8,0.0
Cc1nn2c(=O)/c(=C/c3ccco3)sc2nc1=O,76.7*,0.3,4.3,-0.5
Cn1cc(CN2CCC(Oc3cccc(C(=O)NCCc4ccccc4)c3)CC2)cn1,-6.4,-0.4,3.5,-0.1
CCS(=O)(=O)Nc1ccc(-c2nnc(SCC(=O)N3CCc4ccccc43)o2)cc1,4.4,0.3,2.9,0.1
O=C1NC(=O)C(=Cc2cccc(OCc3ccc(Br)cc3)c2)C(=O)N1,-3.0,-1.3,-70.1,-0.1
NC(=O)NCC(=O)N1CC(=O)Nc2ccccc21,1.3,-1.4,0.0,-0.1
NC(=O)c1ccc(-c2cccc(C(=O)Nc3ccc(N4CCOCC4)cc3)c2)cc1,9.4,-1.7,-16.6,-0.1
CCOC(=O)c1sc2ncnc(Nc3ccc([N+](=O)[O-])cc3)c2c1C,-2.9,0.5,-1.9,-0.1
CCc1ccc(NC(=O)CSc2nc3cc4c(cc3c(=O)n2CCCC(=O)NCc2ccc(OC)cc2)OCO4)cc1,-9.6,-0.8,-5.3,-0.2
O=C(CNCCN1CCOCC1)Nc1ccccc1N1CCOCC1,63.9*,-0.2,2.6,0.2
CCc1ccc(S(=O)(=O)N2CCSC2c2ccc(Cl)cc2)cc1 (centres undefined),-6.9,-0.2,-41.8,0.5
CCCCC1CCC(C(=O)Nc2c3c(nn2-c2ccc(F)cc2)CS(=O)(=O)C3)CC1 (centres undefined),-1.0,3.4,-4.9,-0.1
COc1ccc(-n2cc(C(=O)NC3CCCC(C)C3C)c3ccccc3c2=O)cc1 (centres undefined),9.9,-0.8,4.8,0.2
O=C(c1ccc2c(c1)OCO2)N1CCCCCC1,15.7,0.6,-1.1,0.2
Cc1ccc2cc(NC(=O)COc3ccc(-n4cnnn4)cc3)ccc2n1,-7.0,-0.4,0.7,0.0
O=C(NCCOC12CC3CC(CC(C3)C1)C2)c1cc([N+](=O)[O-])ccc1Cl,6.7,-0.7,33.0*,0.0
O=c1ccn2c(SCc3ccc([N+](=O)[O-])cc3)nnc2[nH]1,-5.0,-2.0,5.1,0.1
Cc1ccc(-n2nnnc2Sc2nc([N+](=O)[O-])nn2C)c(C)c1,-6.9,-0.5,9.8,-0.1
O=C1OC(c2ccc(F)cc2)=N/C1=C\c1ccc2c(c1)OCO2,2.4,-1.2,5.3,-0.1
COc1ccccc1C1CN(CC(=O)NCC(C)(C)CN(C)C)Cc2ccccc2O1 (centres undefined),-1.9,-1.8,0.5,0.7

# Carrying on:
SMILES,MITF primary,GPR151 ag,TEAD-YAP block,FBW7 activator
COc1cc([N+](=O)[O-])ccc1N/C=C/C(=O)c1ccc(Br)cc1,7.7,0.6,0.5,0.1
COc1ccc(N2C(=O)NC(=O)/C(=C\c3ccc(OC)c(OC)c3OC)C2=O)cc1,19.6,1.0,6.8,0.2
CCc1ccccc1Nc1nc(N)nc(CSc2nc(C)cs2)n1,-13.1,-0.6,-7.8,-0.2
COc1cccc(CN2CCC(C(=O)NCc3ccc(C)cc3)CC2)c1,30.0,1.4,3.3,0.0
COc1ccc(C(=O)N/C(=C\c2ccco2)C(=O)NCCN2CCOCC2)cc1,5.1,2.7,9.8,0.3
O=C(CC1(O)C(=O)N(C/C=C/c2ccccc2)c2ccccc21)c1ccc2c(c1)OCO2 (centres undefined),8.3,3.7,-4.7,0.2
CCC(=O)c1ccc(OCC(=O)N2CCCC(C(N)=O)C2)cc1 (centres undefined),-1.3,-1.6,3.3,0.1
O=C(COc1ccccc1Br)Nc1ccccc1[N+](=O)[O-],0.7,1.5,-53.3,-0.2
Cc1ccc(NC(=O)CSc2nnc(-c3cccc(N)c3)n2C)cc1,17.8,-1.2,-2.8,1.1
Nc1nonc1-c1nc2ccccc2n1CC(=O)N/N=C\c1cccc(Br)c1,8.8,-0.1,3.1,0.3
CC(=O)Nc1ccc(S(=O)(=O)Nc2ccc(-c3nc4cccnc4s3)cc2C)cc1,17.2,1.8,-37.5,0.1
CCc1ccc(CN(C(=O)c2cccs2)C2CCS(=O)(=O)C2)cc1 (centres undefined),6.9,0.5,9.2,0.0
O=C(CN(CC1CCCO1)C(=O)CCC(=O)Nc1ccccn1)NCc1ccccc1 (centres undefined),15.7,0.9,11.8,0.0
O=C(Nc1ccccc1)c1cnc(NCCCN2CCCC2=O)s1,-4.5,3.3,-29.8,0.1
Cc1cc(=O)oc2cc(OC(C(=O)O)c3ccccc3)ccc12 (centres undefined),8.4,3.3,5.1,0.0
O=C(O)COc1ccc(C2SCCS2)cc1,-11.6,-0.8,3.9,0.7
Cc1ccc2oc(C(=O)Nc3cc(Cl)ccc3C)cc2n1,-12.7,-1.2,-26.4,0.1
NC(=O)c1ccc(NC(=O)c2cc3ccccc3oc2=O)cc1,7.0,0.9,-24.6,-0.1
O=C(CSCCSCC(=O)Nc1ccc(Cl)cn1)Nc1ccc(Cl)cn1,17.8,0.9,-4.7,-0.1
COc1ccc(NC(=O)CCc2c(C)nc3c(c(C)nn3C(C)(C)C)c2C)cc1,-1.4,-0.9,-13.2,0.0
O=C(Nc1cc([N+](=O)[O-])ccc1F)c1cccs1,9.1,-0.5,2.8,0.0
CS(=O)(=O)N(CC(=O)NC1CCCC1)c1ccc(C23CC4CC(CC(C4)C2)C3)cc1,11.3,-0.6,10.0,0.4
CCOc1ccc(-c2cnc(NCc3cccc(OC)c3OC)n2C)cc1,28.8,-1.6,7.2,-0.4
COc1ccccc1CNC(=O)CN1CCC(n2nnc3cc(C(F)(F)F)ccc32)CC1,6.7,-0.7,-1.7,0.0
CCOC(=O)C1=CN(c2cc(C)ccc2C)C=C(C(=O)OCC)C1c1ccc2c(c1)OCO2,-6.1,0.6,5.7,0.3

# Other entries:
SMILES,MITF primary,GPR151 ag,TEAD-YAP block,FBW7 activator
CCCCNC(=O)c1ccccc1NC(=O)CN1C(=O)c2ccccc2S1(=O)=O,7.3,-0.5,-3.2,0.0
Cc1ccc(NC(C)C(=O)N/N=C/c2ccc(O)cc2O)cc1 (centres undefined),18.0,-0.4,3.1,-0.1
O=C(c1cnccn1)N1CCC(c2nnc(C3CC3)o2)CC1,-10.4,0.5,-2.9,-0.1
Nc1ccccc1Nc1nc2ccccc2[nH]1,9.1,-0.3,-13.0,-0.3
CCc1ccccc1N1C(=O)C2C(c3ccccc3)CCC(c3ccccc3)C2C1=O (centres undefined),-3.8,-1.7,-10.9,-0.1
CC12CC3(C)CC(CN)(C1)CC(CCN)(C2)C3,-0.3,1.5,-10.8,0.0
CCn1cc(C(=O)OCC(=O)c2ccc(C)cc2)c(=O)c2ccc(C)nc21,-1.6,3.7,-4.2,-0.1
Cc1ccc(-c2nnn(CC(=O)Nc3ccc(Cl)c(Cl)c3)n2)c(-n2cnnn2)c1,-8.8,-0.1,-1.5,-0.1
OC(COCC1COc2ccccc2O1)CN1CCOCC1 (centres undefined),-1.5,-0.7,4.4,-0.1
CC(Sc1ccccc1)C(=O)N/N=C/c1ccc(OCC(=O)N2CCOCC2)cc1 (centres undefined),18.1,-0.1,6.8,0.1
COc1ccccc1NC(=O)c1sc(=S)n2c1[nH]c(=O)c1ccccc12,2.3,-0.8,-6.6,-0.1
O=C1c2ccccc2C(=O)N1c1ncc(Cc2cccc(Cl)c2Cl)s1,1.0,-0.4,5.0,0.3
CCCC(=O)NC(NC(=S)Nc1ccc(C(=O)O)cc1)C(Cl)(Cl)Cl (centres undefined),-23.3,1.0,0.2,0.0
O=C(NC1CCCC1)c1nn2c(C(F)(F)F)cc(-c3ccco3)nc2c1Br,-14.0,-0.7,-0.1,-0.1
COc1ccc(NC(=O)C(c2ccc(OC)cc2)N(Cc2ccco2)C(=O)CC2NC(=O)NC2=O)cc1 (centres undefined),-7.3,-0.8,1.0,0.1
Cc1cccc(Cn2c(SCC(N)=O)nc3c2c(=O)n(C)c(=O)n3C)c1,4.8,-0.4,3.1,0.5
CCC(C)NCc1nc(N)nc(Nc2ccccc2C)n1 (centres undefined),5.8,4.7,1.8,0.0
COc1ccc(Cl)cc1N(C)C(=O)CCc1nc(-c2ccc(C)cc2)no1,10.2,1.4,8.7,-0.1
COc1cc(CNc2nn[nH]n2)ccc1OCc1ccc(F)cc1Cl,19.4,-0.8,7.0,0.7
Clc1cc(NCCc2ccncc2)ncn1,24.7,-1.1,-2.0,-0.1

# Complete entries, quoted from the list.
# COc1ccccc1NC(=O)c1sc(=S)n2c1[nH]c(=O)c1ccccc12 across the screens: MITF primary: 2.3; GPR151 ag: -0.8; TEAD-YAP block: -6.6; FBW7 activator: -0.1
# CCCC(=O)NC(NC(=S)Nc1ccc(C(=O)O)cc1)C(Cl)(Cl)Cl (centres undefined) across the screens: MITF primary: -23.3; GPR151 ag: 1.0; TEAD-YAP block: 0.2; FBW7 activator: 0.0
